TEAD-YAP block = TEAD-YAP interaction inhibition; HEK-TIYL cells, TEAD-Gal4/YAP UAS-luciferase luminescence; inhibition, % at 9.12 µM; 1.4% of 640,000 active; AID 1259422; in the data active means inhibition above about 32%;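 further: 0% = median of test compound wells and 100% = reference inhibitor wells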
MITF inh = blocks human microphthalmia-associated transcription factor; O75030; AlphaScreen MITF homodimerization, bead proximity signal; inhibition, % at 2.6 µM; 0.91% of 650,000 active; AID 1259374; in the data active means inhibition above about 50%;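 further: 0% = vehicle wells with protein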
FBW7 activator = human FBW7 E3 ligase activation, primary screen; AlphaScreen FBW7–phospho-cyclin E peptide binding, activator screen; normalized activity (activation), % at 26.1 µM; 0.13% of 650,000 active; Q969H0; in the data active means normalized activity above about 1.9%;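 further: purified mutant Fbw7 with reduced substrate affinity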
GPR151 activ = human GPR151 activation; Q8TDV0; PathHunter beta-arrestin GPR151 cells, luminescence; activation, % at 11.2 µM; 1% of 650,000 active; AID 1508602; in the data active means activation above about 4.9%;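 further: 0% = median of compound wells and 100% = cells with positive control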
Target sequence (Q8TDV0 whole entry, looked up): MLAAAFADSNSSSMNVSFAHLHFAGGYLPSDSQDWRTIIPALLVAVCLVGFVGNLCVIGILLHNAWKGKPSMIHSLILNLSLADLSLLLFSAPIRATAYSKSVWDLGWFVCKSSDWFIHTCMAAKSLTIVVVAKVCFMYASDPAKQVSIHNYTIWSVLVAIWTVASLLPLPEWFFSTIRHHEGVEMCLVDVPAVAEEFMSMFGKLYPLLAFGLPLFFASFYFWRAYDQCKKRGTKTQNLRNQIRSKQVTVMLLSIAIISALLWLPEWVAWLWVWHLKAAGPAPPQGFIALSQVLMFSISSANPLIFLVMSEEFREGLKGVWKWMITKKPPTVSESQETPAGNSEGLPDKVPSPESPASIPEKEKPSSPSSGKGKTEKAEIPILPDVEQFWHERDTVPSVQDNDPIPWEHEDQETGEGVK
* marks the source's active call; other numbers are inactive results; / = not tested or not shown. No enrichment for hits; any-hit rate near 3.5%.

Sequence of screens – TEAD-YAP block | MITF inh | FBW7 activator | GPR151 activ
> O=C(NCc1nnc(SCC(=O)N2N=C(c3cccs3)CC2c2ccc(F)cc2)n1-c1ccc(F)cc1)c1cccs1 (configuration not stated)
  7.8 | 5.0 | -0.3 | 1.6
> CN(Cc1cscn1)C(=O)C1CC(=O)c2sc(NC(=O)c3ccsc3)nc2C1 (configuration not stated)
  -5.0 | -17.2 | 0.0 | -1.6
> COc1ccc2c(c1)sc(C)[n+]2CCCS(=O)(=O)O
  0.1 | -11.4 | 0.0 | -1.4
> Cn1c(O)c(C=Nc2ccc(Cl)cc2)c(=O)[nH]c1=O
  1.5 | 20.2 | 1.4 | 0.4
> COc1ccc(-n2[nH]c(C)cc2=O)cc1
  -4.6 | 5.8 | -0.1 | -0.4
> COc1cc(S(=O)(=O)n2ccnc2)ccc1Br
  6.1 | 9.8 | 0.1 | 5.7*
> CCNC(=O)CN(c1ccc(Cl)cc1Cl)S(=O)(=O)c1ccccc1
  1.5 | 2.1 | 0.0 | 0.5
> CCOC(=O)c1cc(-c2ccc3c(c2)OCCO3)nc2c1c(C)nn2CCC#N
  -1.7 | 33.4 | 0.1 | -0.6
> Cc1c(C(=O)O)sc(S(=O)(=O)N2CCNCC2)c1C(=O)O
  7.3 | 4.8 | -0.1 | -0.1
> O=Cc1ccc(-n2cnc3ccccc32)cc1
  -0.2 | -0.5 | -0.1 | -1.0
> CCCCc1ccc(NC(=O)C(=O)NCCc2ccc(Cl)cc2)cc1
  12.7 | 6.4 | -0.1 | 0.0
> Cc1ccc2c(c1)NC(=O)C(CC(=O)NCCCN1CCN(C3CCCCC3)CC1)O2 (configuration not stated)
  0.3 | 5.2 | 0.2 | -0.1
> O=C(NC1CCCCC1)c1cc([N+](=O)[O-])ccc1N1CCCCC1
  2.1 | 6.6 | -0.3 | -0.8
> O=C(CCCCCn1c(=O)[nH]c2ccccc2c1=O)NCCCN1CCOCC1
  0.3 | -12.7 | 0.8 | -0.4
> Cc1c(C(=O)N2CCCC2)sc2ncn(CC(=O)N3CCCCC3C)c(=O)c12 (configuration not stated)
  3.8 | -0.9 | -0.1 | -0.4
> CCOC(=O)c1c(NC(=O)c2ccc(Br)o2)sc2c1CCC(CC)C2 (configuration not stated)
  -1.4 | 2.4 | 0.1 | -1.9
> C#CCN1C(C)=C(C(=O)CCO)C(c2cccc([N+](=O)[O-])c2)C(C(=O)OC)=C1C (configuration not stated)
  / | -3.8 | 0.0 | -0.2
> O=C(O/C(=C\c1nc2ccccc2n1Cc1cccc2ccccc12)c1cccs1)c1cccs1
  -4.7 | -6.7 | -0.1 | -0.2
> Cc1ccnc(NC(=O)Nc2ccc(Cl)c(Cl)c2)c1
  -59.3 | 7.6 | 0.0 | 0.4
> CC(C)(C)c1cc(Cl)ccc1OCCCCNCCN
  -4.1 | -4.5 | 0.1 | 0.1
> COc1ccc(CCNC(=O)c2ccccc2[N+](=O)[O-])cc1C
  4.8 | 21.3 | 0.6 | -2.3
> CCN(CC)S(=O)(=O)c1ccc(N=Nc2c(O)c3ccccc3oc2=O)cc1
  -6.0 | 16.4 | 0.5 | 0.6
> COCCn1c(=O)c2c3c(sc2n(CC(=O)Nc2ccccc2)c1=O)CCCC3
  9.9 | -13.3 | 0.0 | -1.2
> O=C(Nc1ccc2c(c1)OCO2)c1coc(=O)c2ccccc12
  -19.9 | 2.9 | 0.2 | 0.3
> COc1ccc(C(NC(=O)C2CCN(C(=O)c3cc(C)on3)CC2)c2ccccn2)cc1 (configuration not stated)
  -12.0 | -9.8 | 0.0 | -0.4
> CCOc1ccccc1C(=O)NCCSc1c[nH]c2ccccc12
  8.7 | 7.3 | 0.1 | 0.2
> CC1CCN(C(=O)CN(Cc2ccc(Br)cc2)S(=O)(=O)c2ccccc2)CC1
  6.2 | -4.4 | -0.1 | -0.5
> CCC(C)NC(=O)c1ccc2nc(NC(=O)c3ccc(N)cc3)sc2c1 (configuration not stated)
  -9.1 | 13.3 | -0.1 | 1.9
> O=c1c2ccccc2nc2c3ccccc3c3nncn3n12
  4.3 | -4.8 | 0.1 | -0.8
> CCOc1cccc(CNc2cc(-c3nc4cc(Cl)ccc4o3)ccc2C)c1O
  2.0 | 6.9 | 0.0 | -1.2

Single records (already shown).
Listed for `Cc1ccnc(NC(=O)Nc2ccc(Cl)c(Cl)c2)c1` = TEAD-YAP block = -59.3; MITF inh = 7.6; FBW7 activator = 0.0; GPR151 activ = 0.4
Listed for `O=C(Nc1ccc2c(c1)OCO2)c1coc(=O)c2ccccc12` = TEAD-YAP block = -19.9; MITF inh = 2.9; FBW7 activator = 0.2; GPR151 activ = 0.3

Returning to the listing, repeating the two entries before the break.
Molecule,TEAD-YAP block,MITF inh,FBW7 activator,GPR151 activ
O=c1c2ccccc2nc2c3ccccc3c3nncn3n12,4.3,-4.8,0.1,-0.8
CCOc1cccc(CNc2cc(-c3nc4cc(Cl)ccc4o3)ccc2C)c1O,2.0,6.9,0.0,-1.2
O=C(NCCc1ccc(O)cc1)c1ccnc(-c2csc3ccccc23)c1,-8.0,16.2,0.3,-0.8
O=S(=O)(NN1CCOCC1)c1ccc(OCc2cnc(Cl)s2)cc1,-1.7,22.2,0.1,-4.2
CN1CCc2c(OCc3ccccc3Cl)cccc2C1=O,-2.9,-7.8,0.0,0.4
C/C(N)=C(/C#N)C(=O)COC(=O)C(CC(C)C)NC(N)=O (configuration not stated),-1.6,-5.2,0.0,1.2
CC(C)c1ccc(NC(=O)c2sc3[nH]c(=O)c(C(=O)O)cc3c2N)cc1,3.1,-25.2,0.0,0.3
O=C(c1ccco1)N1CCC(N2CCN(c3ccccc3)CC2)CC1,-3.4,21.0,-0.1,-1.5
C#CCOC(=O)c1ccccc1C(=O)n1nnc2ccccc21,1.9,17.1,0.0,0.0
CCC(Sc1nc2ccccc2c2nc(C)nn12)C(=O)Nc1cc(OC)ccc1OC (configuration not stated),-2.8,-1.1,0.2,-0.4
O=C(NCCOc1ccccc1)c1cccc(N2CCOCC2)c1,-14.1,0.6,0.1,-0.3
COc1cc(/C=c2\sc3ncnn3c2=O)ccc1OCc1ccccc1,7.4,-1.9,0.0,-0.6
CCC1C(=O)N=C(SCC(=O)NCc2ccco2)NC1=O (configuration not stated),8.3,1.7,0.0,-0.6
COc1ccc(C(=O)COc2ccc(C#N)cc2)c(OC)c1,6.4,14.4,0.1,0.7
CCOc1ccc(CN2CCN(Cc3cc(OC)ccc3OC)CC2)cc1,5.5,79.0*,0.3,-1.1
CC(C)(C)NC(=O)CSc1nnc(NC2=NS(=O)(=O)c3ccccc32)s1,0.7,6.5,0.7,-2.7
CCOC(=O)Cn1nnnc1C(C(C)C)N1CCN(Cc2ccccc2)CC1 (configuration not stated),9.2,1.3,0.2,0.6
Cc1ccc(OCc2nc(-c3cccc([N+](=O)[O-])c3)no2)c(Br)c1,4.5,1.7,-0.1,0.1
CN(C)c1ncc(CN2CCN(CC(C)(C)C)C(CCO)C2)s1 (configuration not stated),-2.9,1.8,0.0,-1.1
Cc1cc2c(s1)c1cnn(CC(=O)Nc3ccccc3N3CCOCC3)c(=O)c1n2C,-8.9,-0.4,-0.1,-0.5
N/C(=N\S(=O)(=O)Cc1ccccc1)Nc1nc2ccccc2o1,-18.7,-6.2,0.2,-0.1
CSc1ncc(C(=O)NCc2ccc3c(c2)OCO3)c(C)n1,-9.2,-8.5,-0.2,-3.1
COC(=O)c1ccc(C2C(C(C)=O)N3C=Cc4ccccc4C3C2(C#N)C#N)cc1 (configuration not stated),-1.3,12.2,-0.1,-1.2
CC(C)(C)NC(=O)C(c1ccccc1F)N(C(=O)Cn1nnc2ccccc21)C1CC1 (configuration not stated),-11.0,5.2,1.8,1.1
CCCOc1cccc(C2C(C(=O)/C=C/c3ccco3)=C(O)C(=O)N2CCCN2CCOCC2)c1 (configuration not stated),-6.5,-8.8,-0.2,2.3
Cc1ccc(-n2c(=O)c3c(c4cc(C)ccc4n3C)n(CC(N)=O)c2=O)cc1,3.8,3.1,-0.1,-1.2
CC1=C(C(=O)OCCOc2ccccc2)C(c2ccc(Cl)cc2)C2=C(CC(C)(C)CC2=O)N1 (configuration not stated),-4.8,-6.2,0.1,0.6
CCC(=O)Oc1ccc2cc(-c3nc4ccccc4n3C)c(=O)oc2c1,-29.8,29.3,0.2,0.5
COc1ccc(NC(=O)CCN2CCN(S(=O)(=O)c3cccc([N+](=O)[O-])c3)CC2)cc1,10.6,-6.4,0.0,0.0
O=C(NC1CC1)c1cc(COc2cccc(C(F)(F)F)c2)on1,-48.8,-15.9,0.1,-0.8
COC(=O)c1cc2occc2n1CC(=O)Nc1ccc(N(C)C)cc1,4.4,19.8,-0.2,-0.4
CCOC(=O)N1CCN(c2cc(-c3ccccn3)nc(C)n2)CC1,4.6,4.6,0.0,-0.3
COc1ccc(-n2nc3cc(C)c(NC(=O)c4ccccc4C)cc3n2)cc1,-7.5,6.2,0.1,-0.1
CC(C)Nc1nc(NC(C)C)nc(N(C#N)CCOc2ccccc2)n1,1.9,1.5,0.2,-0.6
COc1ccc2cc(C#N)c(N3CCN(Cc4nnnn4CCC(C)C)CC3)nc2c1,-3.7,12.7,0.2,-1.0
CCOC(=O)c1c(C)n(CCOc2ccc(OC)cc2)c2ccc(O)cc12,4.3,9.7,-0.1,1.9
Cc1cccc(N(CCOC(=O)Cn2cnc3ccccc3c2=O)C2=NS(=O)(=O)c3ccccc32)c1,-5.7,-7.3,0.2,2.9
Cn1c(SCC(=O)Nc2ccc3c(c2)OCCO3)nc2c(c1=O)SCC2,3.9,-2.1,-0.1,1.1
O=C(NNC(=O)c1cc2sccc2[nH]1)Nc1ccc(F)cc1,6.7,16.5,0.0,0.9
CC(=O)Nc1ccc(Nc2nc(-c3ccc(C(=O)NC4CC4)cc3)nc3c2ncn3-c2ccccc2)cc1,48.2*,1.3,0.1,2.0
COc1cccc(C2=NOC(C(=O)Nc3cc(C)on3)C2)c1OC (configuration not stated),-12.2,-7.4,-0.1,0.5
CCOc1ccccc1CN1CCNC(=O)C1CC(=O)NCCOC (configuration not stated),10.2,-3.6,0.0,1.1
Cc1cccc(-c2cn[nH]c2C2CCN(Cc3ncc(C)[nH]3)CC2)c1,5.4,2.8,0.0,0.5
O=C1CN=C2c3ccccc3N=C(SCc3cccc(Cl)c3)N12,0.2,5.5,0.1,-1.8

An excerpt of the results above, as a working copy:
Molecule,TEAD-YAP block,MITF inh,FBW7 activator,GPR151 activ
COc1cccc(C2=NOC(C(=O)Nc3cc(C)on3)C2)c1OC (configuration not stated),-12.2,-7.4,-0.1,0.5
CCOc1ccccc1CN1CCNC(=O)C1CC(=O)NCCOC (configuration not stated),10.2,-3.6,0.0,1.1
Cc1cccc(-c2cn[nH]c2C2CCN(Cc3ncc(C)[nH]3)CC2)c1,5.4,2.8,0.0,0.5
